D2 PAM: D2 dopamine receptor (human) potentiation; HEK293 T-REx D2, calcium flux, EC20 dopamine potentiation; P14416; AID 485347; hit rate 0.34% among 340,000; potentiation, % at 10 µM;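 active means potentiation over 3 SD above the plate norm, cut at about 30% in these data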; further: 0% is about no effect
Target sequence (P14416 whole entry, looked up): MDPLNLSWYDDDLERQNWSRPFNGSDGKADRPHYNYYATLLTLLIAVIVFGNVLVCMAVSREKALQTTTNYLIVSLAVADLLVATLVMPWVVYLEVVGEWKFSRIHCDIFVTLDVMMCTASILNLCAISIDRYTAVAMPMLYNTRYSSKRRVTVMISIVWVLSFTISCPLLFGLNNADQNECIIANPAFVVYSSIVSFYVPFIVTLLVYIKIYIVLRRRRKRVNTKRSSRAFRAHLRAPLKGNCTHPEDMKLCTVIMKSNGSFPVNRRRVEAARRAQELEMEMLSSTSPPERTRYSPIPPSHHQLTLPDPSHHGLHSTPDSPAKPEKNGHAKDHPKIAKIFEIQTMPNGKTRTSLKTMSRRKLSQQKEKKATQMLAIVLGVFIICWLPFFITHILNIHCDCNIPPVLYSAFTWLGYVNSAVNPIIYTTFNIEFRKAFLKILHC
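Primary screen. Calcium kinetics in induced HEK293 T-REx D2 cells: compound pre-addition 180 s, EC20 dopamine, 180 s more.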
D2 antag: antagonizes the human D2 dopamine receptor | P14416 | HEK293 TREx D2 cells, calcium flux, dopamine EC80 | inhibition, % at 10 µM | hit rate 2% among 340,000; in the data active means inhibition above about 30%; further: 0% is about no effect
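Compounds are added to dye-loaded, induced HEK293 T-REx cells coupled to calcium release via D2; after a 3 min kinetic read an EC80 dopamine stimulus is given and fluorescence is recorded for 3 more min.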
D1 antag: human D1 dopamine receptor antagonism | activity change, negative = inhibition, % at 10 µM | hit rate 3.2% among 360,000 | AID 504652 | HEK293 TREx D1 cells, calcium flux, dopamine EC80; stronger effect = lower value | P21728; in the data active means activity change below about -30%; further: on the % scale 0 is the no-effect control and ±100 the full control effect
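Using tetracycline-induced force-coupled D1 Hek293 cells and a calcium dye, signals were followed for 180 s after compound, then for 180 s after EC80 dopamine, to detect inhibitors.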
D1 PAM: potentiators of human D1 dopamine receptor; P21728; HEK293 TREx D1 cells, calcium flux, dopamine EC20 potentiation; potentiation, % at 10 µM; hit rate 0.036% among 360,000; in the data active means potentiation above about 30%; further: 0% is about no effect
RXFP1 antagonist: blocks the human relaxin receptor RXFP1; activity change, negative = inhibition, % at 57.5 µM; HEK293-RXFP1, relaxin-stimulated cAMP HTRF, 30 min; stronger effect = lower value; hit rate 0.59% among 350,000; AID 1259400;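 active means activity change of -60% or lower, but not beyond a set lower limit; inconclusive means change between -60% and -40%, or beyond the set limit; inactive means change above -40%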; further: on the % scale 0 is the no-effect control and ±100 the full control effect
D1 agonist: agonists of human D1 dopamine receptor. hit rate 1% among 360,000. HEK293 T-REx D1 cells, calcium flux, agonist mode. activation, % at 2 µM; further: 0% is about no effect
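Agonism was scored from calcium flux recorded over 180 s (1 read/s) after pintool compound addition, following a 10-cycle baseline. Cells were inducible force-coupled HEK293 TREx D1, plated overnight at 30 C and loaded with no-wash calcium dye.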
TRHR PAM: allosterically enhances the human TRH receptor. TRHR cells, fluo-8 calcium fluorescence, EC20 TRH enhancement. enhancement, % at 2 µM. hit rate 0.66% among 360,000. AID 493056; in the data active means enhancement above about 30%; further: 0% is about no effect
Target sequence (P34981 whole entry, looked up): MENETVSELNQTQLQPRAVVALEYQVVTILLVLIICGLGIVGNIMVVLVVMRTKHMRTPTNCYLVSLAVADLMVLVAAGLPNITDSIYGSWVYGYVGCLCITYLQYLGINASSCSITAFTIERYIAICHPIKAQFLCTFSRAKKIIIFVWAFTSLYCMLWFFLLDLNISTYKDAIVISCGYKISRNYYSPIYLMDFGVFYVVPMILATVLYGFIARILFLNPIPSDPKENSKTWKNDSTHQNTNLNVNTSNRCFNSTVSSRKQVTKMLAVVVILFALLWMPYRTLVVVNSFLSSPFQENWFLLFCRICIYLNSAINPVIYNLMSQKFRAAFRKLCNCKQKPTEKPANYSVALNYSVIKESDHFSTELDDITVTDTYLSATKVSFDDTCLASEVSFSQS
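TRHR-expressing cells loaded with fluo-8 calcium dye were read kinetically (ex 480/em 530) during compound addition, then stimulated with an EC20 of TRH (10 nM final). Enhancement of the Gq-mediated intracellular calcium response was scored.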
D2 agonist: D2 dopamine receptor (human) agonism | P14416 | HEK293 T-REx D2 cells, calcium flux agonist mode | activation, % at 2 µM | hit rate 0.53% among 340,000 | AID 485358;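 active means activation over 3 SD above normal in the single-dose calcium agonist read, cut at about 30% in these data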; further: 0% is about no effect
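Agonism scored from kinetic calcium signal (1 read/sec, 180 s) following compound pin transfer, after a 10 s baseline. Cells: HEK293 Trex line expressing inducible D2 receptor coupled to calcium, dye-loaded after overnight culture at 30 C.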
TRHR agonist: activates the human TRH receptor; activation, % at 2 µM; TRHR cells, calcium flux fluo-8, FDSS agonist mode; P34981; hit rate 0.18% among 360,000; further: 0% is about no effect
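Fluo-8-loaded TRHR cells; 10 s baseline, compound added, kinetic Ca2+ fluorescence read 1/s, agonist mode.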
* hit, by the source's call; ? = inconclusive; · = no result given; & = joins results of further samples. Unless noted, no stated cut-off is given here; in the data, active means activation above about 30%; inactive means the rest.

Compound	D2 PAM	D2 antag	D1 antag	D1 PAM	RXFP1 antagonist	D1 agonist	TRHR PAM	D2 agonist	TRHR agonist
Cc1cccc(N2C(=O)CC(N3CCC(c4nc5ccccc5[nH]4)CC3)C2=O)c1 (centres undefined)	-4	-3	6	-4	-12	2	-4	-0.3	-1.4
CC(CC(F)(F)F)N1CCC(n2nccc2NC(=O)CCOc2ccccc2)CC1 (centres undefined)	-7	4	0	1	-1	1	-4	0.0	0.4
COc1ccccc1/C=N/NC(=O)c1[nH]c(C)c(C(=O)N/N=C/c2ccccc2OC)c1C	5	-4	-28	-12	-6	6	0	-1.5	0.4
COc1ccc(CCNc2cc(C)nc3c(-c4ccc(Cl)cc4)cnn23)cc1OC	-4	11	-1	3	-1	3	7	-0.7	-0.3
Cc1cnc(C(=O)Nc2ccccc2-n2cccc2)cn1	15	-9	3	-1	7	3	6	-0.6	-1.6
Cc1ccc(S(=O)(=O)N(C)C)cc1NC(=O)COC(=O)C1CCCC1	-14	12	-6	-4	-1	3	1	0.7	-0.5
Cc1ccc(NC(=O)CSc2nc3ccc(NC(=O)CCc4ccccc4)cc3s2)c(C)c1	-1	·	5	0	·	3	1	0.8	0.4
CC1CC(C)CN(CCCNC(=O)C2CCCN(S(=O)(=O)N3CC(C)CC(C)C3)C2)C1 (centres undefined)	-12	5	-8	-3	17	1	5	-0.2	-0.6
COc1cc(C(=O)NCCC2=CCCCC2)ccc1OCc1c(C)noc1C	-10	32*	10	2	0	0	-1	-0.4	-0.7
CCN(CC)CCNC(=O)COc1ccc(OC)cc1	1&-13	3&13	3&12	-3&-1	8&4	-1&3	-5&1	-0.9&1.1	0.4&0.8
Cc1ccc(OCc2nc(-c3ccccc3)no2)cc1	-7	-14	-22	-7	-4	3	-5	-0.8	0.8
CC1CC(C)(C)NC(=S)N1CCC(=O)N1CCc2ccccc21 (centres undefined)	1	9	-2	2	-18	-1	7	-0.2	-0.1
Cc1oc(-c2ccccc2)cc1C(=O)NC1CCN(Cc2ccccc2)CC1	-10	69*	-85*	-16	1	3	4	0.0	0.2
Cc1ccccc1CNC(=O)/C=C\C(=O)O	1	5	4	-5	17	2	4	0.6	-0.3
CC1(C)CC(=O)C2=C(C1)N(c1ccccc1)C(N)=C(C#N)C2c1ccccc1 (centres undefined)	18	-7	6	-3	-3	1	3	0.0	-0.4
COC(=O)c1cccc(NC(=S)N2CCN(c3ccccc3F)CC2)c1	1	-12	-1	-6	-2	2	-3	1.1	-2.0
O=C(NCC1CCCCC1)c1cccc(S(=O)(=O)N2CCCC2)c1	8	26	-1	-3	-9	0	-8	-0.5	-0.6
C/C(=N/NS(=O)(=O)c1ccccc1)c1ccc(NC(=O)C2CC2)cc1	0	7	5	-2	-11	4	3	-0.5	-3.3
COc1cc(NC(=O)CCc2c(C)nc3c4c(C)cc(C)nc4nn3c2C)cc(OC)c1	14	·	15	-1	-6	0	1	-1.1	-0.4
Cc1ccc(/C=N/NC(=O)c2cccs2)o1	-1	-5	5	-2	16	-2	-4	0.2	0.7
O=C(O)/C=C/C(=O)Nc1ccc2c(c1)C(=O)c1ccccc1C2=O	1	-6	-22	-5	1	0	1	-1.3	-0.7
CCOc1ccc(N2C(=O)C(CC(=O)Nc3ccccc3)N(Cc3ccccn3)C2=S)cc1 (centres undefined)	·	10	-9	-4	-12	1	8	-0.5	-0.1
COc1ccc(OC)c2[nH]c(=O)c(CCNC(=O)c3ccc(S(=O)(=O)N4CCCCC4)cc3)cc12	10	9	1	4	·	1	24	0.1	-3.3
CC(=O)Nc1ccc(NS(=O)(=O)c2ccc(CN3C(=O)c4cccnc4C3=O)cc2)cc1	9	2	-3	2	2	2	-4	-1.6	0.1
COCCN(Cc1cc2cc(C)ccc2[nH]c1=O)S(=O)(=O)c1ccc(Cl)cc1	-4	-4	-4	-3	-9	0	10	0.0	0.3
CN1CCN(C(=O)C2=C[C@@H](c3csc4ccccc34)C[C@@H](OCc3ccc(CO)cc3)O2)CC1	-15	-7	-5	-2	·	41*	-6	1.1	1.9
CCOC(=O)c1c(NC(=S)NC(=O)c2ccco2)sc2c1CCCC2	0	-3	2	-6	1	1	2	0.5	0.4
COC(=O)CCC(=O)OC1(C)C(=O)C2=COC(c3ccc(OC)cc3)=CC2=C(Br)C1=O (centres undefined)	-3	15	20	3	·	14	2	2.2	4.9
Cc1ccc(C)c(-c2cc(C(=O)NC3CC3)c3ccccc3n2)c1	-6	-2	-2	-2	7	1	-1	0.6	-0.7
CCOC(=O)/C(C#N)=C/c1c(OCC)n(CC)c2ccccc12	0	1	3	-7	-4	3	4	-1.1	-1.5
Cc1ccc(NC(=O)Nc2nnc(-c3ccncc3)s2)cc1C	6	2	-7	-1	-11	2	12	-0.4	0.1
CCOCC(=O)N1CCc2ccccc21	0	4	6	-9	-10	0	7	-0.2	0.0
Cc1cc(SCC(=O)c2cc(C)n(C)c2C)nc2ccccc12	7	-11	-11	4	1	3	0	-1.3	-1.1
NC(=O)c1ccc(/C=N/O)nc1	12	7	3	1	11	3	38*	3.2	0.2
CNC(=S)N/N=C/c1cc(C)n(-c2ccc(Cl)c(Cl)c2)c1C	17	-14	87	1	9	14	2	1.9	0.0
Cc1occc1C(=O)N1CCCC(N2CCN(c3cccc(C(F)(F)F)c3)CC2)C1 (centres undefined)	5	-12	-12	-7	1	2	2	-0.7	-0.5
CCOc1ccc(C(=O)N(Cc2cc(OC)c(OC)c(OC)c2)c2ccccn2)cc1	·	·	-12	1	·	3	0	0.2	0.3
CCN1CCN(C2=C(NS(=O)(=O)c3ccccc3)C(=O)c3ccccc3C2=O)CC1	-5	26	5	-1	8	2	-6	0.3	0.0
Cc1nn(CC(=O)O)c(C)c1NC(=O)c1cccs1	2	-8	-6	12	-13	2	-5	0.1	0.5
COc1cc(NC(=O)Cn2ccn(Cc3ccccc3OC)c(=O)c2=O)cc(OC)c1	3	·	-17	-2	-11	1	-8	0.1	-0.5
COc1cc(C)c(Cl)c(C)c1S(=O)(=O)NC1CC(C)(C)NC(C)(C)C1	-2	16	-5	-4	-7	8	39*	0.3	1.4
CCOc1ccccc1C(=O)NCCC(=O)O	2	17	-8	3	-9	0	-6	-1.4	-0.2
COc1ccc(C(C(=O)NC2CCCCC2)N(Cc2ccco2)C(=O)c2ccccn2)c(OC)c1 (centres undefined)	11	·	23	-2	1	-1	5	·	-0.7
CCCn1c(=O)c(C(=O)NCc2ccncc2)c(O)c2ccccc21	11	4	4	-4	3	2	-1	-0.6	-0.3
COc1ccc(N2CCN(C(=O)c3c(C)oc4ncn(CC(C)C)c(=O)c34)CC2)cc1	2	·	4	-3	·	2	10	0.3	-0.1
CCN(c1ccccc1)S(=O)(=O)c1ccc(OC)c(NC(=O)CNCC(C)O)c1 (centres undefined)	-8	1	-4	-14	25	4	-11	-2.1	0.2
O=C1CN(c2ccc(Cl)cc2)C2(CCCCC2)S1	-7	-1	8	-3	-1	0	4	-0.3	0.4
COc1ccc(NC(=O)CN(C)C(=O)c2c(C)nn(-c3ccccc3)c2Cl)cc1	-2	10	-8	2	12	1	2	-0.4	-0.3
O=S(=O)(c1ccccc1)c1nc(-c2ccc(F)cc2)oc1NCC1CCCO1 (centres undefined)	5	-11	6	-1	0	1	6	-0.4	-0.3
CC1(C)CC(=O)C2=C(C1)OC(N)=C(C#N)[C@@H]2c1ccccc1[N+](=O)[O-]	1	18	45	-4	10	1	0	-0.5	6.5

In a second layout: entries from further up
CC1(C)CC(=O)C2=C(C1)OC(N)=C(C#N)[C@@H]2c1ccccc1[N+](=O)[O-]
- D2 PAM: 1
- D2 antag: 18
- D1 antag: 45
- D1 PAM: -4
- RXFP1 antagonist: 10
- D1 agonist: 1
- TRHR PAM: 0
- D2 agonist: -0.5
- TRHR agonist: 6.5

CCOC(=O)/C(C#N)=C/c1c(OCC)n(CC)c2ccccc12
- D2 PAM: 0
- D2 antag: 1
- D1 antag: 3
- D1 PAM: -7
- RXFP1 antagonist: -4
- D1 agonist: 3
- TRHR PAM: 4
- D2 agonist: -1.1
- TRHR agonist: -1.5

NC(=O)c1ccc(/C=N/O)nc1
- D2 PAM: 12
- D2 antag: 7
- D1 antag: 3
- D1 PAM: 1
- RXFP1 antagonist: 11
- D1 agonist: 3
- TRHR PAM: 38*
- D2 agonist: 3.2
- TRHR agonist: 0.2

COc1cc(NC(=O)Cn2ccn(Cc3ccccc3OC)c(=O)c2=O)cc(OC)c1
- D2 PAM: 3
- D2 antag: ·
- D1 antag: -17
- D1 PAM: -2
- RXFP1 antagonist: -11
- D1 agonist: 1
- TRHR PAM: -8
- D2 agonist: 0.1
- TRHR agonist: -0.5

The list goes on.
Compound	D2 PAM	D2 antag	D1 antag	D1 PAM	RXFP1 antagonist	D1 agonist	TRHR PAM	D2 agonist	TRHR agonist
COc1ccc(CNC(=O)c2cc3ccccn3n2)c(OC)c1	10	·	-17	-1	-1	4	0	-0.1	-0.2
CCOc1ccc2cc(S(=O)(=O)N3CCCCC3)ccc2c1	1	8	-16	-2	7	9	1	-0.1	-0.2
CC(C)Oc1cccc(C(=O)N2CCCC2)c1	-3	9	-13	2	-2	0	-3	1.9	-0.4
O=C(Cc1ccc(Cl)cc1)Nc1ccc(C(=O)N2CCOCC2)cc1	6	-13	12	-5	-2	3	-3	0.4	0.4
COC(=O)c1sccc1NC(=O)CC1C(=O)NCCN1C(=O)c1ccc(F)cc1 (centres undefined)	6	-15	24	0	2	1	8	0.0	-1.2
NC(=O)C1(N2CCCCC2)CCN(C(=S)Nc2cc(F)cc(F)c2)CC1	0	-7	-5	-5	2	3	-3	1.2	0.7
COc1ccc(NC(=O)Nc2ccccc2C(N)=O)cc1	1	4	20	-2	2	1	-6	1.8	-0.6
CCOc1ccc2oc(-c3ccccc3)c(C(=O)N(C)C)c2c1	-1	9	1	-4	-3	3	0	-0.2	0.0
O=C(NCc1ccco1)c1cc(-c2cccnc2)nc2ccccc12	-1	-9	-6	0	8	1	1	0.1	-0.2
COc1ccccc1-c1nc(SCC(=O)NCC2CCCO2)c2c(=O)n(C)c(=O)n(C)c2n1 (centres undefined)	-6	-19	-4	10	·	2	5	-0.2	-0.3
CC(C)(C)NC(=O)CN(C(=O)c1snc(C(=O)NC2CCCCC2)c1N)c1ccc(F)cc1	1	0	12	·	?	4	-5	1.0	0.5
CCOc1cccc2cc(C(=O)Nc3ccccc3-c3ccccc3)c(=O)oc12	-4	6	6	-8	·	3	1	-0.1	-0.1
COc1ccc(-c2nc3ccccc3o2)cc1NC(=O)COc1ccc(C)c(C)c1	-7	·	-6	-5	·	2	-10	0.5	0.3
CCOC(=O)/N=C(/NC(=O)Nc1ccc(C(=O)OCC)cc1)OC	-7	2	-3	-1	3	0	-7	-0.1	0.1
Cc1ccccc1Nc1nc(N)nc(CSCC(=O)Nc2cccc(Br)c2)n1	1	-1	-7	-1	0	1	2	0.3	-0.1
CCc1ccc(OC(=O)c2cncc(Br)c2)cc1	-6	0	7	1	-12	13	-1	0.1	-0.6
O=C(Cc1cccc2ccccc12)N/N=C/C=C/c1cccc([N+](=O)[O-])c1	0	-1	-5	2	-24	0	-1	0.6	0.5
Fc1ccc2c(c1)C(c1ccc(N3CCOCC3)cc1)=NNC(c1cccs1)=N2	9	-6	1	2	-17	-1	-2	-0.4	-0.4

Source: PubChem
